# Tn6 DDE FP – inhibitors of Tn6 peptide binding to human fibrin DD(E). Fibrin DD(E) TRITC-Tn6 fluorescence polarization displacement. inhibition, % at 8.3 µM. 0.21% of 370,000 active. AID 720509;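 active = inhibition above a per-campaign cutoff: mean of compounds within control limits plus 3 SD, cut at about 15% in these data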;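 note: 0% = median of all compound wells on the plate and 100% = blocking peptide control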
# ARFGAP1 inhibitor – rat ARFGAP1 inhibition. 0.26% of 360,000 active. Arfgap1-stimulated ARF1 GTP hydrolysis, GDP FP detection. AID 651572. inhibition, % at 16.5 µM;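 active = inhibition above a per-plate limit, mean inhibition of low control wells plus 3 SD, cut at about 25% in these data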;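 note: 0% = DMSO wells with enzyme and 100% = wells lacking Arfgap1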
# Target sequence (Q62848 1-136 limits assumed): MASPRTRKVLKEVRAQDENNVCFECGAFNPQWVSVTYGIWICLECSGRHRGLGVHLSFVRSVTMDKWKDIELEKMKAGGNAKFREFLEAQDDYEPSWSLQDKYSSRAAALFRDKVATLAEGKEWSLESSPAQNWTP
#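 Material – truncated rat Arfgap1 GAP domain · Buffer or medium – HEPES-based buffer, pH 7.5 · Reagent – human ARF1(Δ1-17)-GTP substrate · Dosing – 16.5 µM single point, 1.26% DMSO · Schedule – GTP hydrolysis reaction 2 h at 25 °C · Technique – GDP detection by fluorescence polarization · Benchmarks – No-Arfgap1 wells (100%) versus DMSO full-reaction wells (0%) · Repeats – single replicate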
# ASAP1 inh – blocks human ASAP1-stimulated Arf1 GTP hydrolysis. GDP FP detection. inhibition, % at 16.5 µM. 0.19% of 360,000 active; in the data active = inhibition above about 25%;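 note: 0% = vehicle with enzyme and substrate and 100% = no enzyme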
# Target sequence (Q9ULH1 325-724 limits assumed): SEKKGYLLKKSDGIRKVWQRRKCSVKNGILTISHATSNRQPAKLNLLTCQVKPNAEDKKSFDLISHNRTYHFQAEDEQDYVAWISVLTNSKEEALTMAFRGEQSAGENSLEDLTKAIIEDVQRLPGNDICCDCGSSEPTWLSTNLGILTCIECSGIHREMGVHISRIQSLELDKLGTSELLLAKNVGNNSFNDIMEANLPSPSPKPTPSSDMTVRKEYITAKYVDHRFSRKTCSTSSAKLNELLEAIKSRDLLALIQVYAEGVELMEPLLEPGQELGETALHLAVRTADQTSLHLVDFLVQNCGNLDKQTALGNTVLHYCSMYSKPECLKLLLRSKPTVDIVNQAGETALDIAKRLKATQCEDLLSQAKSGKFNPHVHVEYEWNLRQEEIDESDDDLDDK
# PLCb3 inh – PLC-beta3 (human) inhibition, primary screen; Q01970; inhibition, % at 12.2 µM; 0.18% of 370,000 active; AID 720704; Purified PLC-beta3, fluorogenic substrate, fluorescence; in the data active = inhibition above about 11%;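 note: 0% = median of compound wells on plate and 100% = full blocker control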
# sPLA2-III inh – Blocks human group III sPLA2 activity; Q9NZ20; QFRET BODIPY PC-A2 liposome hydrolysis, fluorescence; inhibition, % at 12.2 µM; 0.56% of 370,000 active; AID 743126;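 active = inhibition above mean plus 3 SD of compounds lying within the high and low control bounds, cut at about 19% in these data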;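 note: 0% = median of test compound wells and 100% = no enzyme DMSO wells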
# PLC-gamma1 inh – PLC-gamma1 (human) inhibition, primary screen; P19174; inhibition, % at 12.2 µM; purified PLC-gamma1, fluorogenic substrate, fluorescence; 0.84% of 370,000 active; in the data active = inhibition above about 9.5%
# proKLK7 act – proKLK7 (human) activation, primary screen. purified proKLK7, EDANS-DABCYL substrate fluorescence; 100% is mature enzyme control, 0% vehicle. 0.9% of 370,000 active. activation, % at 7 µM. P49862;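 active = activation above the mean of all tested compounds plus 3 SD, computed per campaign excluding outliers beyond control limits, cut at about 13% in these data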
# Target sequence (P49862 whole entry, looked up): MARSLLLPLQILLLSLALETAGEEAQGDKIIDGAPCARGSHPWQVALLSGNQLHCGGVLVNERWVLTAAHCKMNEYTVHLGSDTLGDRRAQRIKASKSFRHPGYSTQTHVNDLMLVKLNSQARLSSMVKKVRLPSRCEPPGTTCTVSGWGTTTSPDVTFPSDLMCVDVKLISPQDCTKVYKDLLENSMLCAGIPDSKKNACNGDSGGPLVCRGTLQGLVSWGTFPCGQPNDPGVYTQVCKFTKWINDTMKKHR
# NR1D1 modulator – Rev-erb alpha (human) modulation; P20393; 0.79% of 370,000 active; Rev-erbα–FITC-DNA binding, fluorescence polarization, 90 min; activity, % at 10 µM;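 active = activity above about 14%, limit read from the data; passing the limit was not always enough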;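 note: 0% = DMSO wells with 35 nM protein and 100% = DMSO wells with 750 nM protein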
# UHRF1 binding – UHRF1 methyl-DNA binding inhibition; UHRF1 binding to methylated oligo, TR-FRET; inhibition, % at 4.4 µM; 0.75% of 370,000 active; AID 687016; in the data active = inhibition above about 21%;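 note: UHRF1 SRA domain binding a hemimethylated CpG hairpin DNA probe; 0% = median of test compound wells and 100% = reference inhibitor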
# DDE Tn7 FP inh – DD(E)-Tn7 binding inhibition, primary FP screen | inhibition, % at 8.3 µM | FP displacement of FITC-Tn7 peptide from fibrin DD(E); 0% = median of compound wells per plate | AID 720508 | P02675 | 0.13% of 370,000 active;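 active = inhibition above the mean of compounds falling within the control limits plus 3 SD of them, cut at about 14% in these data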;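 note: 0% = plate median of compound wells and 100% = 10 µM Aha-Tn7 peptide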
#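 Assay system: Fibrin-DD(E) protein isolated from polymerized human fibrin clots; read-out basis: percent inhibition; medium: Tris/NaCl/CaCl2 buffer, pH 7.8; signal: FP measurement; incubation: 10 min plus 3 h, room temperature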
# An asterisk follows results filed as active; x = no result given.
SMILES,Tn6 DDE FP,ARFGAP1 inhibitor,ASAP1 inh,PLCb3 inh,sPLA2-III inh,PLC-gamma1 inh,proKLK7 act,NR1D1 modulator,UHRF1 binding,DDE Tn7 FP inh
COc1ccc2[nH]c(C(=O)N3CCC(CO)(Cc4cccc(C(F)(F)F)c4)CC3)c(C)c2c1,2.8,5.8,-2.3,-28.4,-30.8,-19.5,-1.0,8.1,-1.5,5.0
COc1ccc(S(=O)(=O)N2CCCCC2)cc1NC(=O)CCNC(=O)c1ccccc1Cl,2.7,-16.0,-2.1,-6.4,-1.3,-1.5,0.2,-8.7,-1.9,-0.5
CCCCn1c(N)c(N(CCC(C)C)C(=O)c2cccc(-n3cnnn3)c2)c(=O)[nH]c1=O,-0.6,10.5,-1.2,-1.6,-8.7,-1.7,0.1,1.1,-0.4,-3.8
O=C(N/N=C/C=C/c1ccccc1)c1cc2c(ccc3ccccc32)o1,-4.1,24.0,-1.5,-4.3,-0.9,-1.3,-0.8,-6.6,-3.0,5.1
CCN1CCN(C(c2ccccc2)c2nnnn2Cc2ccc3c(c2)OCO3)CC1 (stereo not given),0.6,2.3,-3.9,0.3,2.8,-0.5,0.1,1.4,2.8,-4.8
CCOc1ccc2cc(C#N)c(SCC(=O)N3CCC(C)CC3)nc2c1,0.2,1.6,-0.3,-41.8,6.6,-34.4,-3.0,69.8*,3.5,4.4
CCCc1ccc(S(=O)(=O)N2CCN(C(C)C(=O)NCc3ccc(OC)cc3)CC2)cc1 (stereo not given),9.4,-2.7,6.1,-6.6,-17.5,1.4,0.0,-5.2,0.0,-2.2
CCNC(=S)NNC(=O)c1cccn(Cc2ccc(Cl)cc2Cl)c1=O,-0.9,10.9,0.3,-24.1,15.6,-16.4,32.3*,-0.5,-2.6,-4.6
O=C1C2C3C=CC(C4CC34)C2C(=O)N1Cc1ccco1 (stereo not given),4.5,5.4,-13.2,-2.2,15.9,3.0,-0.3,4.0,6.0,-6.1
CC(C)NC(=O)N[C@H]1C[C@@H]2O[C@H](CO)CC[C@@H]2O[C@@H]1CCc1ccc(-c2ccc(F)cc2)cc1,2.5,x,x,0.0,-9.2,1.3,0.4,-3.3,5.5,1.3
CCOC(=O)C1CCCN(CC(O)COc2ccc(OC)cc2C(C)(C)C)C1 (stereo not given),-13.6,7.3,1.4,0.1,-11.6,0.3,0.4,-0.1,0.4,-0.9
Cc1ccc(NC(=O)c2sc(Cl)nc2C)c(C)c1,1.6,-9.3,4.7,3.3,-1.1,-0.6,-0.3,-2.7,-2.4,-3.8
N#Cc1ccsc1NC(=O)CN1CCN(c2ccc(O)cc2)CC1,2.3,4.7,-0.1,-7.7,-1.7,-6.0,0.8,-3.4,1.2,-1.7
CCOc1cc(C(=O)Nc2ccc(C)cc2O)ccc1OCC(=O)N1CCOCC1,1.9,-3.1,-12.1,-8.9,0.0,-8.0,0.1,-3.7,-4.0,8.0
CCC(CC)n1[nH]c(=O)c2c(C)cc(C)nc21,-0.1,-4.5,12.9,-29.5,-2.1,-27.7,2.7,-5.7,-1.9,3.3
Cc1ccccc1NC(=O)NNC(=O)OC(C)(C)C,1.8,-2.5,2.8,-7.5,2.5,2.3,0.2,-3.4,-1.9,3.7
COc1ccc(/C=C2\SC(=O)N(CCC(=O)N(C)C3CCS(=O)(=O)C3)C2=O)cc1 (stereo not given),-1.6,-2.4,-7.6,-2.8,1.5,3.0,1.1,5.7,-1.0,7.8
COc1ccc(Br)cc1/C=N/n1c(COc2ccccc2)n[nH]c1=S,3.2,-14.6,7.6,-2.6,3.0,10.6*,0.2,2.8,2.1,-6.8
NNC(=S)NC1CCS(=O)(=O)C1 (stereo not given),-0.2,3.0,-3.9,-7.9,3.8,-2.8,0.5,-5.4,-1.2,2.3
FC(F)(F)c1ccc(-c2nnc(-c3ccccn3)c(-c3ccccn3)n2)nc1,-1.6,-0.3,-2.7,-4.0,-4.3,-0.2,-0.1,-2.0,-5.1,-0.9
COC(=O)c1ccc(S(=O)(=O)NCc2ccc(S(N)(=O)=O)cc2)n1C,-7.4,6.9,2.3,-4.6,1.4,1.6,-0.8,-9.0,2.0,-1.8
COc1ccc(S(=O)(=O)NC(C)c2ccccc2)cc1C(=O)N1CCCCC1 (stereo not given),6.8,-3.4,2.2,-9.0,-1.5,-0.1,0.4,0.6,1.5,-10.5
Cc1ccc(S(=O)(=O)NCCc2nnc3ccc(NCCCOC(C)C)nn23)cc1,4.8,0.8,-5.4,-1.3,-2.7,-1.7,0.5,5.3,-4.5,8.5
Cn1cc([C@]2(O)C(=O)N(c3ccccc3)c3ccccc32)c2ccccc21,1.0,-5.7,20.0,-1.7,-22.0,-2.3,0.1,6.8,-2.2,3.0
CCNC(=O)C1CCCN(C(=O)c2cccc3ccccc23)CC1 (stereo not given),-5.9,0.7,-2.6,3.1,-3.3,0.5,-0.2,3.1,-1.4,-0.8
# The list continues.
SMILES,Tn6 DDE FP,ARFGAP1 inhibitor,ASAP1 inh,PLCb3 inh,sPLA2-III inh,PLC-gamma1 inh,proKLK7 act,NR1D1 modulator,UHRF1 binding,DDE Tn7 FP inh
CC(=O)N1CCc2cc(Br)cc(S(=O)(=O)CCC(=O)N3CCN(c4ccccn4)CC3)c21,-2.2,9.3,-10.0,1.4,2.1,-0.9,0.3,-3.1,1.8,0.7
COc1ccc(C(=O)O)cc1S(N)(=O)=O,-7.7,8.7,7.0,-0.5,3.5,3.9,-0.7,3.7,-1.9,-12.0
COc1ccc(CNS(=O)(=O)c2ccc3c(c2)CCN3C(=O)C2CCC2)cc1,13.8,-6.8,-9.5,-8.7,-2.5,2.4,0.1,-8.3,2.8,5.1
CCC(C)N(C(=O)c1oc(=O)c2ccccc2c1-c1ccc(C)cc1)C(C)CC (stereo not given),0.7,x,x,-0.8,16.3,2.6,0.3,2.5,5.2,1.9
O=C(Cn1c(=O)n(Cc2ccco2)c(=O)c2ccccc21)Nc1cccc(Cl)c1,-0.7,-2.2,8.0,-2.6,-0.8,-0.2,0.0,7.2,1.6,2.0
CCOC(=O)Cn1nc(-c2ccc(F)cc2)oc1=O,1.7,5.7,5.7,-0.1,-2.5,-1.6,-0.4,1.1,0.6,14.3*
Cn1ccc(NC(=O)c2ccc(Cl)cc2Cl)n1,-2.4,5.8,-8.6,-0.6,-3.0,-7.7,0.1,0.5,0.8,-6.3
CN(C)c1ccc(C(=O)NN2C(=O)c3ccccc3C2=O)cc1,5.3,10.2,-4.7,-13.7,5.4,-3.5,1.1,-3.6,0.4,-2.5
CCCCNC(=S)N/N=C/c1ccc(C#N)cc1,3.5,1.6,-7.4,3.8,-3.3,3.4,0.8,3.5,-1.0,-2.9
O=C(c1ccco1)N1CCN(S(=O)(=O)c2ccc3c(c2)OCCO3)CC1,3.7,-3.1,1.9,2.8,4.5,6.1,0.2,-1.9,6.4,-1.3
Cc1ccc(C(=O)O/N=C/c2c(C(F)(F)F)nn(C)c2Sc2ccc(Cl)cc2)cc1,0.3,-2.8,-7.9,3.4,-5.4,2.2,0.0,7.6,-1.9,1.8
CCN(C(=O)CSc1cc(C)c2ccccc2n1)c1c(N)n(Cc2ccccc2)c(=O)[nH]c1=O,3.5,19.2,18.5,-10.0,2.6,-2.2,0.4,1.0,0.5,-1.4
Nn1c(SCc2ccc(F)cc2)nnc1-c1ccncc1,4.1,3.8,-0.9,-5.4,-3.0,-0.8,0.1,-0.2,-0.5,2.0
CN1CCN(CC(=O)N/N=C\c2c[nH]c3ccccc23)CC1,-9.3,5.2,4.3,3.0,-0.6,0.9,-0.4,1.6,-0.2,-2.8

# Copied from above for reference:
SMILES,Tn6 DDE FP,ARFGAP1 inhibitor,ASAP1 inh,PLCb3 inh,sPLA2-III inh,PLC-gamma1 inh,proKLK7 act,NR1D1 modulator,UHRF1 binding,DDE Tn7 FP inh
CCNC(=O)C1CCCN(C(=O)c2cccc3ccccc23)CC1 (stereo not given),-5.9,0.7,-2.6,3.1,-3.3,0.5,-0.2,3.1,-1.4,-0.8
CC(=O)N1CCc2cc(Br)cc(S(=O)(=O)CCC(=O)N3CCN(c4ccccn4)CC3)c21,-2.2,9.3,-10.0,1.4,2.1,-0.9,0.3,-3.1,1.8,0.7
COc1ccc(C(=O)O)cc1S(N)(=O)=O,-7.7,8.7,7.0,-0.5,3.5,3.9,-0.7,3.7,-1.9,-12.0
COc1ccc(CNS(=O)(=O)c2ccc3c(c2)CCN3C(=O)C2CCC2)cc1,13.8,-6.8,-9.5,-8.7,-2.5,2.4,0.1,-8.3,2.8,5.1
CCC(C)N(C(=O)c1oc(=O)c2ccccc2c1-c1ccc(C)cc1)C(C)CC (stereo not given),0.7,x,x,-0.8,16.3,2.6,0.3,2.5,5.2,1.9
O=C(Cn1c(=O)n(Cc2ccco2)c(=O)c2ccccc21)Nc1cccc(Cl)c1,-0.7,-2.2,8.0,-2.6,-0.8,-0.2,0.0,7.2,1.6,2.0
CCOC(=O)Cn1nc(-c2ccc(F)cc2)oc1=O,1.7,5.7,5.7,-0.1,-2.5,-1.6,-0.4,1.1,0.6,14.3*
Cn1ccc(NC(=O)c2ccc(Cl)cc2Cl)n1,-2.4,5.8,-8.6,-0.6,-3.0,-7.7,0.1,0.5,0.8,-6.3
CN(C)c1ccc(C(=O)NN2C(=O)c3ccccc3C2=O)cc1,5.3,10.2,-4.7,-13.7,5.4,-3.5,1.1,-3.6,0.4,-2.5
CCCCNC(=S)N/N=C/c1ccc(C#N)cc1,3.5,1.6,-7.4,3.8,-3.3,3.4,0.8,3.5,-1.0,-2.9
O=C(c1ccco1)N1CCN(S(=O)(=O)c2ccc3c(c2)OCCO3)CC1,3.7,-3.1,1.9,2.8,4.5,6.1,0.2,-1.9,6.4,-1.3
Cc1ccc(C(=O)O/N=C/c2c(C(F)(F)F)nn(C)c2Sc2ccc(Cl)cc2)cc1,0.3,-2.8,-7.9,3.4,-5.4,2.2,0.0,7.6,-1.9,1.8
